MEX-5 binding: C. elegans MEX-5 TCR-2 RNA binding activity | activity score (negative = inhibition of binding), % at 10 µM | hit rate 0.38% among 300,000 | Q9XUB2 | MEX-5/FITC-TCR2 RNA binding, fluorescence polarization; stronger effect = lower value;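 active = inhibition past about -25% in most replicates, and total fluorescence under double the plate's negative control median, limit read from the data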;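 also: 0% = DMSO and -100% = 5 µM competing unlabeled TCR2 RNA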
Target sequence (Q9XUB2 whole entry, looked up): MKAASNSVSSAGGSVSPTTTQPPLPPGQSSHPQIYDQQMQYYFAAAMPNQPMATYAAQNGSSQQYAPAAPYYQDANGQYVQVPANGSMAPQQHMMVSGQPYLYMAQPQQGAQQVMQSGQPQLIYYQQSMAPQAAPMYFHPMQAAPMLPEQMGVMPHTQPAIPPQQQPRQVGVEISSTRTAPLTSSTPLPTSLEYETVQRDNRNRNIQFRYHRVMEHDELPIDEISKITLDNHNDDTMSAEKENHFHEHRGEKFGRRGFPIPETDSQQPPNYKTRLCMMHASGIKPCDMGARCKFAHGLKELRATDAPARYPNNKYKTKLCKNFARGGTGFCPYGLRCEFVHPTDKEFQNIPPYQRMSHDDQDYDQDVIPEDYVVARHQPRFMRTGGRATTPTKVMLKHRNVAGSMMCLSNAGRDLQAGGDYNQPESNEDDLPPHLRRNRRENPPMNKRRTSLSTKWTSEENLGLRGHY
CIT2-GFP yeast: modulators of TOR pathway CIT2-GFP in S. cerevisiae. S. cerevisiae CIT2-GFP strain, flow cytometry, 3 h; 100 means same as DMSO wells. GFP response vs DMSO, % at 10 µM. hit rate 0.065% among 320,000;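 active = GFP response relative to DMSO above a set limit, near the screen mean plus 3 SD, cut at about 150% in these data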;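 also: ratio of well median GFP fluorescence to mean of DMSO wells on the plate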
AGP1 TOR yeast: alters AGP1-GFP fluorescence in TOR pathway yeast screen | S. cerevisiae AGP1-GFP multiplex flow cytometry, 3 h; GFP as percent of DMSO wells | GFP response vs DMSO, % at 10 µM | hit rate 0.02% among 320,000;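 active = GFP response relative to DMSO above a set limit, near screen average plus 3 SD, cut at about 150% in these data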;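 also: median GFP channel fluorescence of the gated AGP1 strain per well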
GRK2 aptamer HTS: inhibitors of human GRK2 displacing RNA aptamer | hit rate 0.59% among 330,000 | AID 488847 | inhibition of aptamer binding, % at 10 µM | bead flow cytometry, FAM-aptamer displacement from GRK2 | P25098;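 active = inhibition of aptamer binding above 40%, roughly 3 SD of noise, on plates passing a quality check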;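 also: median bead fluorescence of bound FAM aptamer so fluorescent compounds give negative values; no value below 0 was filed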
MCL1 BIM primary: MCL1-BIM-BH3 interaction inhibition (human) | Q07820 | GST-MCL1 / FITC-Bim-BH3 fluorescence polarization | inhibition, % at 10.9 µM | hit rate 0.68% among 320,000 | AID 2057;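 active = inhibition above the mean inhibition of all tested compounds plus 3 SD, set per campaign, cut at about 40% in these data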;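 also: 0% = DMSO wells and 100% = unlabeled Bim-BH3 peptide control; higher means more loss of mP so more displacement of Bim peptide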
BCLXL inh: Bcl-xL (human) inhibition | hit rate 0.7% among 320,000 | Q07817 | inhibition, % at 10.9 µM | GST-Bcl-xL / FITC-Bim BH3 peptide fluorescence polarization | AID 2129;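 active = inhibition above the mean of all tested compounds plus 3 SD, cutoff set per campaign, cut at about 30% in these data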;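 also: 0% = DMSO wells and 100% = unlabeled Bim-BH3 peptide competitor; inhibitors lower millipolarization by displacing the labeled peptide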
VLA-4 inh: inhibition in a human VLA-4 binding assay. P13612. VLA-4 expressing cells, ligand binding flow cytometry. inhibition, % (about 7 µM as worked out from the volumes in the protocol). hit rate 0.2% among 330,000. AID 2557; in the data active = inhibition above about 50%
GLD-1 RNA inh: GLD-1-TGE RNA interaction inhibition (C. elegans). purified GLD-1 + fluorescein TGE RNA, fluorescence polarization. inhibition, % at 5.96 µM. hit rate 0.44% among 320,000. AID 2280;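 active = percent inhibition above a per-plate cutoff, the plate mean of test compounds plus 3 SD, cut at about 30% in these data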;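 also: 0% = DMSO wells with GLD-1 and probe and 100% = wells lacking GLD-1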
Target sequence (Q17339 whole entry, looked up): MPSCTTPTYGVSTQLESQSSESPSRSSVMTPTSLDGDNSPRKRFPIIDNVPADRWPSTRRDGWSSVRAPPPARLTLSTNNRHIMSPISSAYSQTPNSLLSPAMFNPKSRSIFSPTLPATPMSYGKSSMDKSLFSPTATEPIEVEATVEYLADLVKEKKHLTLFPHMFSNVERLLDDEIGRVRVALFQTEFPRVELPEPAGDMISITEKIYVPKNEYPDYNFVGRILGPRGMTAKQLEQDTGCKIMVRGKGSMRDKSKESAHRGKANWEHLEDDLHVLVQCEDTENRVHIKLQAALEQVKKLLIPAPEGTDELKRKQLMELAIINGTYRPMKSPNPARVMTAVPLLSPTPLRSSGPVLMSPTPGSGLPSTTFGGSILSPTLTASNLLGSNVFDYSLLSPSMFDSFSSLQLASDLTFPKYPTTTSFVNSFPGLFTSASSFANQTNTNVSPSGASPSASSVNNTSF
CR mimetic SO: lowers age-related superoxide in aged yeast cells; AID 2690; hit rate 0.18% among 330,000; superoxide response (% of plate mean), % at 10 µM; S. cerevisiae aged cells, superoxide DHE fluorescence; stronger effect = lower value;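 active = superoxide response under a set limit, about three screen SD below normal, cut at about 65% in these data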;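 also: yeast aged for seven days with compound at 30 °C before DHE staining; 100% = average MFI of all compound-treated wells on the plate with controls excluded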
* hit, by the source's call; · = no result given.

no.	canonical_smiles	BCLXL inh	GLD-1 RNA inh	CR mimetic SO	MCL1 BIM primary	AGP1 TOR yeast
1	COc1ccc2c(c1OC)C(=O)N1N=C(c3ccc(-c4ccccc4)cc3)CC21 (centres undefined)	4	1	103	2	93
2	COc1cccc(OC)c1OCCOc1ccc(C(=O)c2ccccc2)cc1	1	0	90	1	98
3	O=C(C1COc2ccccc2O1)N1CCN(S(=O)(=O)c2ccccc2)CC1 (centres undefined)	4	3	94	-2	104
4	CC(C)NC(=O)c1ccc2c(c1)S(=O)(=O)c1ccccc1C2=O	1	3	98	2	105
5	O=C(O)CC(NC(=O)C(c1ccccc1)c1ccccc1)c1ccco1 (centres undefined)	2	-1	96	5	114
6	CC(C)NS(=O)(=O)c1ccc(Br)c(C(=O)OC(C)C(=O)NC2CCCCC2C)c1 (centres undefined)	-1	5	103	0	101
7	CC(=O)Oc1ccc2c(c1)C(=O)c1ccccc1C2=O	11	-6	121	11	74
8	O=C(NCc1ccccc1)C(c1ccc(F)cc1)N(Cc1ccc2c(c1)OCO2)C(=O)Cn1nnc(-c2cccs2)n1 (centres undefined)	-4	2	78	-3	82

no.	CIT2-GFP yeast	MEX-5 binding	GRK2 aptamer HTS	VLA-4 inh
1	94	-2.3	0	-11
2	100	-2.2	0	36
3	92	-1.7	0	-11
4	108	-1.2	0	10
5	101	2.0	0	16
6	104	1.1	1	0
7	88	-2.2	0	-4
8	103	0.5	0	-2

Next part:
no.	canonical_smiles	BCLXL inh	GLD-1 RNA inh	CR mimetic SO	MCL1 BIM primary	AGP1 TOR yeast
9	Oc1c(C(c2cccs2)N2CCC3(CC2)OCCO3)sc2ncnn12 (centres undefined)	6	-2	88	5	92
10	CCn1c(CC(=O)Nc2ccc(Cl)c(Cl)c2)nnc1SCc1ccc(C)cc1	-7	3	134	-4	99
11	O=C(NC1CCN(C(=S)NCCc2ccccc2)CC1)C1CC1	0	0	134	-5	95
12	CCc1cccc(NC(=O)CN(C)S(=O)(=O)c2cnc[nH]2)c1	0	-3	93	5	102
13	CC(Oc1ccccc1Cl)C(=O)Nc1ccccc1C(=O)N1CCOCC1 (centres undefined)	4	8	102	7	105
14	Cc1nn(-c2ccccc2)c(N)c1N=Nc1ccc2ccccc2c1	5	2	106	3	100
15	Cc1ccc2nc3n(c(=O)c2c1)-c1cc(Cl)ccc1C(=O)NC3Cc1ccccc1 (centres undefined)	-1	-3	100	6	100
16	Cc1cc(N2CCCCC2)nc2ccc(NC(=O)c3ccc(Br)o3)cc12	0	4	108	1	90

no.	CIT2-GFP yeast	MEX-5 binding	GRK2 aptamer HTS	VLA-4 inh
9	101	2.3	0	-28
10	94	0.8	0	15
11	80	-3.1	0	1
12	105	-2.3	4	2
13	·	1.6	0	5
14	102	-4.1	3	4
15	102	·	0	16
16	87	3.4	3	-4

A few values from the entries so far:
GRK2 aptamer HTS, #14 stands at 3
AGP1 TOR yeast, #13 stands at 105

(further entries)
no.	canonical_smiles	BCLXL inh	GLD-1 RNA inh	CR mimetic SO	MCL1 BIM primary	AGP1 TOR yeast
17	CC(C)NCC(=O)NC12CC3CC(CC(C3)C1)C2	2	-1	85	1	97
18	Cc1nn(CCC#N)c2nc(C(F)(F)F)[nH]c(=O)c12	5	0	111	5	104
19	O=C(C1=NOC(CNc2ncc(C(F)(F)F)cc2Cl)C1)N1CCOCC1 (centres undefined)	5	7	112	8	98
20	N#Cc1ccc(COC(=O)c2cc(=O)c3ccccc3o2)cc1	-3	1	105	-1	99
21	Cc1nnc(-c2ccc(Oc3ccc(Br)cc3)c([N+](=O)[O-])c2)o1	1	0	101	-1	84
22	C=CCC(CC=C)(NC(=O)c1ccccc1C(=O)O)c1ccccc1	11	-2	97	12	97
23	COc1cccc(-c2csc(/C(C#N)=C/Nc3cc4oc5ccccc5c4cc3OC)n2)c1	2	1	101	1	104
24	COc1cccc(CN2C(=O)C3CCCN3c3ccc(S(=O)(=O)N4CCOCC4)cc32)c1 (centres undefined)	-10	-12	101	-14	102

no.	CIT2-GFP yeast	MEX-5 binding	GRK2 aptamer HTS	VLA-4 inh
17	102	3.6	0	3
18	106	2.9	1	0
19	102	1.4	2	-3
20	102	-2.2	0	2
21	90	·	3	-10
22	96	0.7	3	-7
23	100	0.6	0	11
24	108	7.5	5	-3

Next part:
no.	canonical_smiles	BCLXL inh	GLD-1 RNA inh	CR mimetic SO	MCL1 BIM primary	AGP1 TOR yeast
25	CCOC(=O)C1CCN(S(=O)(=O)c2cccc(-c3csc(C)n3)c2)CC1	4	3	88	1	113
26	Cc1ccc(S(=O)(=O)Nc2ccccc2C(=O)N2CCCCC2)cc1	3	-1	102	-7	100
27	Cc1[nH]c(=O)c(C#N)cc1-c1ccccc1	-7	1	102	-6	·
28	Cc1cccc(OCCCn2c(CO)nc3ccccc32)c1	4	-11	103	4	98
29	COc1ccc(Oc2nc(-c3ccccn3)nc3ccccc23)cc1	0	1	81	3	90
30	COc1ccc([N+](=O)[O-])cc1NC(=O)c1ccc(-n2nc(C)cc2C)cc1	-4	6	98	-9	102
31	NC(=O)COC(=O)c1c2c(nc3ccccc13)CCCCC2	-1	-1	110	-4	95
32	CCOC(=O)C1CCN(C(=O)Cc2c(F)cccc2Cl)CC1	3	4	111	3	111

no.	CIT2-GFP yeast	MEX-5 binding	GRK2 aptamer HTS	VLA-4 inh
25	99	-2.8	10	15
26	98	1.1	0	-1
27	96	0.1	4	10
28	101	1.4	4	-10
29	82	-6.2	0	-3
30	103	1.1	0	3
31	84	0.1	0	-12
32	107	1.9	3	8

Reprinted from the part before: 3 compounds, then new ones.
no.	canonical_smiles	BCLXL inh	GLD-1 RNA inh	CR mimetic SO	MCL1 BIM primary	AGP1 TOR yeast
30	COc1ccc([N+](=O)[O-])cc1NC(=O)c1ccc(-n2nc(C)cc2C)cc1	-4	6	98	-9	102
31	NC(=O)COC(=O)c1c2c(nc3ccccc13)CCCCC2	-1	-1	110	-4	95
32	CCOC(=O)C1CCN(C(=O)Cc2c(F)cccc2Cl)CC1	3	4	111	3	111
33	Cc1ccc(-c2nn3c(C)nnc3s2)cc1NC(=O)COc1ccc(Cl)cc1	0	4	117	2	97
34	O=C(O)Cn1c(CCS(=O)(=O)c2ccc(Br)cc2)nc2ccccc21	4	3	97	-2	93
35	CC(C)=C1SC(N2CCN(c3ccc(C)cc3)CC2)=NC1=O	4	2	100	8	98
36	CC(C)OCC1CC(CC(=O)Nc2ccc([N+](=O)[O-])cc2)C(=O)O1 (centres undefined)	4	2	100	2	104
37	COC(=O)CCCC(=O)Nc1ccc(Br)cc1	1	5	99	2	·
38	COc1ccc(CC(=O)N(Cc2ccccc2)c2ccc(C)cc2)cc1OC	1	-1	103	-4	104
39	C=CCN(Cc1nc(-c2cc(OC)ccc2OC)oc1C)C1CCS(=O)(=O)C1 (centres undefined)	7	2	114	4	105
40	O=C(O)c1cc(S(=O)(=O)N2CCCCC2)ccc1N1CCCCC1	2	3	94	-2	112

no.	CIT2-GFP yeast	MEX-5 binding	GRK2 aptamer HTS	VLA-4 inh
30	103	1.1	0	3
31	84	0.1	0	-12
32	107	1.9	3	8
33	99	0.5	0	0
34	99	-0.4	19	3
35	102	-1.2	2	-12
36	106	0.4	2	-1
37	·	-1.2	1	33
38	101	0.0	3	12
39	107	0.2	0	-3
40	112	·	8	-1

Profiles, looked up by structure:
Cc1cccc(OCCCn2c(CO)nc3ccccc32)c1 is listed as BCLXL inh = 4; GLD-1 RNA inh = -11; CR mimetic SO = 103; MCL1 BIM primary = 4; AGP1 TOR yeast = 98; CIT2-GFP yeast = 101; MEX-5 binding = 1.4; GRK2 aptamer HTS = 4; VLA-4 inh = -10
O=C(O)Cn1c(CCS(=O)(=O)c2ccc(Br)cc2)nc2ccccc21 is listed as BCLXL inh = 4; GLD-1 RNA inh = 3; CR mimetic SO = 97; MCL1 BIM primary = -2; AGP1 TOR yeast = 93; CIT2-GFP yeast = 99; MEX-5 binding = -0.4; GRK2 aptamer HTS = 19; VLA-4 inh = 3

The results go on:
no.	canonical_smiles	BCLXL inh	GLD-1 RNA inh	CR mimetic SO	MCL1 BIM primary	AGP1 TOR yeast
41	Cc1ccc2[nH]c(=O)cc(C(=O)OC(C)C)c2c1	-6	3	93	-6	97
42	O=C(Nc1cc(S(=O)(=O)N2CCCCC2)ccc1O)c1ccccc1NS(=O)(=O)c1ccc(F)c(F)c1	5	-7	88	9	115
43	CCCCN(C(=O)c1ccc(-c2ccc([N+](=O)[O-])cc2)o1)c1c(N)n(CC(C)C)c(=O)[nH]c1=O	-5	-1	100	-5	96
44	O=C(CCCn1cc([N+](=O)[O-])cn1)Nc1ccc2c(c1)OCO2	4	0	98	0	101
45	O=C(CSc1nc2ccsc2c(=O)n1Cc1ccc(C(=O)O)cc1)NCc1ccco1	5	1	90	6	96
46	Clc1cccc(NCc2nnc(SCc3ccccc3Cl)o2)c1	5	0	108	8	·
47	CC(C)=C1C2CCC1C1C(=O)N(NC(=O)COc3ccc(C(C)(C)C)cc3)C(=O)C21 (centres undefined)	3	2	105	8	101
48	CC(C)(CN1CCc2ccccc2C1)NS(=O)(=O)c1ccc(Cl)cc1	4	-1	104	8	97

no.	CIT2-GFP yeast	MEX-5 binding	GRK2 aptamer HTS	VLA-4 inh
41	93	1.7	2	4
42	116	0.1	0	0
43	93	·	0	13
44	104	-2.8	0	1
45	102	2.7	9	10
46	93	1.6	0	-14
47	92	1.3	0	-2
48	85	0.7	0	15

Further records follow:
no.	canonical_smiles	BCLXL inh	GLD-1 RNA inh	CR mimetic SO	MCL1 BIM primary	AGP1 TOR yeast
49	CCCCNC(=O)Cn1nc([N+](=O)[O-])c([N+](=O)[O-])c1C	5	4	105	4	97
50	COc1ccc(CCNC(=O)COC(=O)C23CC4CC(CC(Br)(C4)C2)C3)cc1	-2	2	108	-4	100
51	Cc1cccc(OCC(=O)OCC(=O)N2CCN(C(=O)c3ccco3)CC2)c1C	-3	1	104	-2	103
52	CC1CCCCC12NC(=O)N(CC(=O)OCC(=O)N(C)C1CCCCC1)C2=O (centres undefined)	1	1	89	-1	104
53	Cc1cc(C)c(C#N)c(SCC(=O)CC(=O)OC(C)C)n1	11	9	118	10	102

no.	CIT2-GFP yeast	MEX-5 binding	GRK2 aptamer HTS	VLA-4 inh
49	100	1.3	0	8
50	102	4.5	0	12
51	107	1.1	0	-5
52	104	·	0	10
53	96	1.2	0	21
